High-throughput results: PubChem BioAssay, National Center for Advancing Translational Sciences (NCATS)
A350 fluor: compounds fluorescent in Alexa 350 spectral region; hit rate 11% among 59,000; AID 590; Compound autofluorescence, 340/450 nm, Alexa 350 dye-equivalents; stronger effect = higher value; max dye-equivalent concentration, M; in the data active = max dye-equivalent concentration above about 10 nM; inconclusive = mostly about 1.1 nM to 9.6 nM
Hsp90 Hop PPI: changes Hsp90-Hop TPR2A binding signal, up or down; AlphaScreen TPR2A-His6 binding biotin-Hsp90 C-terminal peptide; Potency, µM (titrated, usually from 57 µM), for inactives: at the top dose activity change, negative = inhibition; hit rate 0.44% among 71,000; active = well fitted curve in either direction with a large enough effect; inconclusive = small, poorly fitted or top-dose-only effect, or another doubt; also: potency is read from the fitted curve at half-maximal effect; % is scaled to controls: 0 for no effect and ±100 for the full control effect; many of its hits are not listed in these tables
ALOX15 inhib: blocks human 15-lipoxygenase activity; Potency, µM (top dose mostly 57.1 µM), inactives show top-dose activity change, negative = inhibition, hits mostly inhibitors; purified 15hLO-1, xylenol orange hydroperoxide absorbance; hit rate 1.4% among 74,000; P16050; also: potency is read from the fitted curve at half-maximal effect; % is scaled to controls: 0 for no effect and ±100 for the full control effect; nearly all actives have a fitted effect of over 55% in size
Target sequence (P16050 whole entry, looked up): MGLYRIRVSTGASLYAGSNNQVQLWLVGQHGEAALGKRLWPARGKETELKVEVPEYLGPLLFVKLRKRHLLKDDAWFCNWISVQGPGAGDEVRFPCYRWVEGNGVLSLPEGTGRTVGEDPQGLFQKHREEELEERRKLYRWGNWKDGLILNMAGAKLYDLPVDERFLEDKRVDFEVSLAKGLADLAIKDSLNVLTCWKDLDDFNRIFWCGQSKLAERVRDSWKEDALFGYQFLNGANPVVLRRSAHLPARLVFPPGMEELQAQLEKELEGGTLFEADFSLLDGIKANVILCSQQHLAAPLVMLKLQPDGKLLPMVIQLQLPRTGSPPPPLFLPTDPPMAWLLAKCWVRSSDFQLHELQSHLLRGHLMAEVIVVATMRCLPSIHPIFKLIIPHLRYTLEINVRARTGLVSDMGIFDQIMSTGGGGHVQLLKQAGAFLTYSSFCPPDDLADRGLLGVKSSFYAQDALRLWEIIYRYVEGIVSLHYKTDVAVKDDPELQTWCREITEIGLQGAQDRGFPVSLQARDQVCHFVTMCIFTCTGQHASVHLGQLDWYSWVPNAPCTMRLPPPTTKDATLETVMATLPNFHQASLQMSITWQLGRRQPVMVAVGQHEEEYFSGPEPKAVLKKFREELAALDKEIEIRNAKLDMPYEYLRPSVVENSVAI
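Quantitative HTS in 25 mM Hepes pH 7.5 containing 0.01% Triton X-100: human 15hLO-1 at 40 nM, arachidonic acid at 50 uM, 6 min turnover. Product quantified via ferrous oxidation/xylenol orange, 573:405 nm absorbance ratio.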
BRCT inh red: BRCT-phosphoprotein interaction inhibition (red fluorophore); P38398; BRCT-phosphopeptide binding, red fluorescence polarization; Potency, µM (doses to about 76.9 µM), for the others: at the top dose activity change, negative = inhibition, most hits filed as inhibitors; hit rate 0.03% among 75,000; AID 892; also: % is scaled to controls: 0 for no effect and ±100 for the full control effect
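Rhodamine-labelled pBACH1 10-mer (100 nM) bound to BRCT domain (100 nM) at pH 7.3; compounds incubated 12 min room temperature, polarization read. Free peptide defines full inhibition; unlabelled decapeptide titrated as control.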
BRCT PPI green: blocks human BRCA1 BRCT binding to phosphopeptide, green readout. P38398. BRCA1 BRCT-phosphopeptide binding, green fluorescence polarization. Potency, µM (doses to about 76.9 µM), for the others: at the top dose activity change, negative = inhibition, usual class: inhibitors. hit rate 0.05% among 75,000. AID 875;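 also: potency is read from the fitted curve at half-maximal effect; plate controls were peptide without protein for full effect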
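Compounds were incubated for 12 min at room temperature with a complex of 100 nM fluorescein-tagged pBACH1 decapeptide and 250 nM His-tagged BRCT protein. Buffer was phosphate pH 7.3 with EDTA, DTT and Tween 20. Disruption of binding lowers the polarization signal.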
Epigenetic mod: epigenetic GFP locus derepression in mouse cells | mouse C127i GFP locus derepression, cytometry, 30 h | Potency, µM (series often up to 46.1 µM), inactives show top-dose GFP derepression (activation) | hit rate 0.09% among 68,000; also: % of control where 0% means no effect
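Read-out is the number of GFP-positive cells, scored as fluorescent objects 20 to 120 um wide, reflecting derepression of a silenced CMV-GFP reporter in murine C127i cells after 30 h compound exposure at 37 C.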
HBB splicing: modulators of hemoglobin beta chain splicing; HBB splicing reporter cell assay, activation; EGFP reporter with mutant IVS2-654 intron; response scale: normalised to 500 nM splice-correcting PNA; Potency, µM (titrated, usually from 46.1 µM), for inactives: at the top dose activation, most hits filed as activators; hit rate 0.06% among 65,000; AID 925; also: potency is read from the fitted curve at half-maximal effect; 0% is about no effect
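HeLa cells stably expressing EGFP interrupted by mutant beta-globin intron 2 (IVS2-654), 500/well in 2% FCS. Treated with compound for 2 days at 37C. Splicing correction scored as total well GFP intensity (488 nm excitation, 500-520 nm emission); 500 nM antisense PNA served as control.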
CRE Fsk mod: CRE-bla signaling modulation under forskolin stimulation. CHO CRE-bla reporter (cAMP response element driving beta-lactamase), forskolin EC10, beta-lactamase ratio. hit rate 2.5% among 71,000. Potency, µM (top dose mostly 38.2 µM), without a hit: at the highest dose activity change, negative = inhibition, hits mostly activators; active = well fitted activation curve with a large enough effect in the signal ratio, with a control signal flat, not every such curve was filed as active; inconclusive = small, poorly fitted or top-dose-only effect, or effect the other way, or a change in a side signal; the % refers to the signal ratio; also: potency is read from the fitted curve at half-maximal effect; % of control where 0% means no effect
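AC50 values, positive or negative, reflect shifts in EC10 NKH 477-induced CRE-bla reporter activity in CHO cells. Incubation lasted 3 h at 37 °C before CCF4 substrate (2 h, room temperature) and ratiometric 460/530 nm reading.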
Pol III holo inh: DNA polymerase III holoenzyme inhibition | AID 603 | Potency, µM (doses to about 57.1 µM), inactives show at the highest dose activity change, negative = inhibition | reconstituted DNA polymerase III holoenzyme replication, biochemical | hit rate 0.25% among 71,000; also: potency is read from the fitted curve at half-maximal effect; % is scaled to controls: 0 for no effect and ±100 for the full control effect
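Reconstituted *E. coli* holoenzyme (0.35 nM Pol III, 1 nM beta, 154 nM SSB, 2 nM primase) was preincubated with compound for 15 min at RT. Synthesis on 1.4 nM ssM13Gori ran 35 min, then was stopped with PicoGreen/EDTA and read as dsDNA fluorescence.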
UbGFP stabilizer: inhibits proteasome, raising ubiquitin-GFP reporter fluorescence; Ubiquitin-GFP reporter cells, proteasome inhibition, GFP fluorescence; response scale: untreated = 0%, 10 µM MG-132 = 100%; 67,000 tested, under 10 active; Potency, µM (top dose mostly 45.9 µM), for inactives: top-dose activation (GFP accumulation), hits mostly activators; active = well fitted activation curve with a large enough effect, not every such curve was filed as active; inconclusive = small, poorly fitted or top-dose-only effect, or another doubt; inactive = no such curve, though single readings can be large or run the other way; also: potency is read from the fitted curve at half-maximal effect
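Reporter cells (U2OS, ubiquitin-G76V-GFP fusion) are plated overnight, then treated 4 hr at 37 °C with compound titrations from 46 uM down to 2.9 nM. Activity is scaled against untreated cells and 10 uM MG-132.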
4-MU autofl: 4-MU region autofluorescence; hit rate 11% among 59,000; max dye-equivalent concentration, M; compound autofluorescence, 340/450 nm, 4-MU equivalents; stronger effect = higher value; in the data active = max dye-equivalent concentration above about 10 nM; inconclusive = mostly about 1.1 nM to 9.6 nM
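Compounds in 100 mM Tris, pH 8.0, sat 15 min at room temperature before fluorescence was read at 340 nm excitation/450 nm emission; a per-plate six-point 4-MU standard curve converted signals to dye-equivalent concentration at each compound concentration.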
* hit, by the source's call; i = inactive; u = inconclusive; x = not tested or not shown; [ ] = dose if it differs, or a comment. Unless noted, calls follow the shape of the dose curve; as a rule, active = well fitted curve in the direction sought with a large enough effect; inconclusive = small, poorly fitted or top-dose-only effect, or another doubt; inactive = no such curve, though single readings can be large; an effect the other way counts as inactive or inconclusive.

1	Cn1nnc(NC(=O)c2ccccc2F)n1
2	CC(=O)CCc1c(C)c2cc(C)ccc2[nH]c1=O
3	O=C(COC(=O)c1ccccc1O)Nc1ccc(OC(F)F)cc1
4	COc1ccc(CCNC(=O)CN(c2ccc(OC)c(OC)c2)S(C)(=O)=O)cc1
5	CCn1c(CC(C)C)n[nH]c1=S
6	CCOC(=O)CSc1nc2cc(C(=O)NCc3ccco3)ccc2c(=O)n1-c1ccc(F)cc1
7	CC(NC(=O)CCNS(=O)(=O)c1ccc2c(c1)c(=O)n(C)c(=O)n2C)c1ccccc1 (configuration not stated)
8	CC(=O)N1CCC2(CC1)CCN(c1ncccn1)CC2

Compound,1,2,3,4,5,6,7,8
A350 fluor,x,i,i,x,i,u,u,i
Hsp90 Hop PPI,-3%,-1%,-1%,-3%,-5%,-3%,2%,-3%
ALOX15 inhib,0%,-1%,-1%,6%,0%,-6%,7%,-3%
BRCT inh red,-0.6%,-0.3%,0.9%,1.7%,0.4%,-0.7%,-1.4%,0.0%
BRCT PPI green,0.0%,-2.8%,-2.1%,-1.5%,-3.1%,-1.5%,-0.8%,-1.9%
Epigenetic mod,0%,0%,-2%,0%,4%,2%,1%,19%[9.22 µM]
HBB splicing,-0.9%,x,0.9%,-0.7%[9.22 µM],-0.1%,2.8%[0.369 µM],-3.2%,-3.2%
CRE Fsk mod,0%,5%,-9%,10%,-2%,-2%,-15%,2%
Pol III holo inh,-4%,-1%,-7%,-3%,-3%,-9%,-1%,-3%
UbGFP stabilizer,-3%,-2%,-2%,-3%,10%,x,-7%,4%
4-MU autofl,x,i,i,x,i,u,u,i

Quoted from the listing.
entry 3 in Epigenetic mod is entered as -2%
entry 8 in Hsp90 Hop PPI is entered as -3%

Other compounds follow:
9	NS(=O)(=O)c1ccc(NC(=O)CN2CCN(Cc3ccccc3)CC2)cc1
10	O=S1(=O)CCN2C=Nc3sc4c(c3C2=N1)CCCC4
11	C=CCOc1cccc(C2C(C(=O)c3ccc(C)o3)=C(O)C(=O)N2Cc2ccncc2)c1 (configuration not stated)
12	COc1ccc(C(=O)C2CCN(C(=O)c3ccco3)CC2)cc1
13	CCOC(=O)Cn1cc(C(=O)C2CC2)c2ccccc21
14	O=C(CC1CCCCC1)N1CCN(c2ccccn2)CC1
15	CN(CC(=O)O)S(=O)(=O)c1cccs1
16	Clc1ccc(-c2nnc(SCc3cn4ccsc4n3)n2CC2CCCO2)cc1 (configuration not stated)

Compound,9,10,11,12,13,14,15,16
A350 fluor,i,i,u,i,i,i,i,i
Hsp90 Hop PPI,-1%,-3%,-2%,0%,-2%,-4%,-2%,u
ALOX15 inhib,-1%,-7%,16%,11%,10%,0%,6%,18%
BRCT inh red,0.3%,-0.4%,-1.6%,-0.7%,0.5%,0.6%,0.1%,0.3%
BRCT PPI green,1.7%,1.3%,-1.6%,-0.1%,-1.6%,1.3%,-0.6%,2.6%
Epigenetic mod,2%,2%,2%,1%,-2%,0%,-5%,0%
HBB splicing,-0.1%,-0.2%[57.5 µM],x,x,x,-0.3%,1.7%[0.369 µM],0.9%
CRE Fsk mod,5%,5%,-4%,4%,3%,-3%,0%,-3%
Pol III holo inh,-1%,-4%,-2%,-3%,-2%,-3%,-6%,0%
UbGFP stabilizer,-9%,2%,0%,2%,8%,2%,x,3%
4-MU autofl,i,i,i,i,i,i,i,i

17	COc1ccc(-c2noc(CCCC(=O)O)n2)cc1
18	Cc1cc(SCC(=O)N2CCC(c3noc4ccc(F)cc34)CC2)nc2ccccc12
19	CCN(CC)CCn1c(NCc2cccc(OC)c2)nc2ccccc21
20	CCC[C@@H]1C[C@@]1(CCC)C(NC(=O)OCc1ccccc1)c1ccc(-c2ccccc2)cc1 (some centres not stated)
21	CCS(=O)(=O)N1CCC(C(=O)NCc2ccco2)CC1
22	Cc1csc2ncc(C(=O)Nc3ccc4c(c3)OCCO4)c(=O)n12
23	CC(=O)Oc1ccc(-c2nc(-c3cccnc3)no2)cc1
24	O=C(CSc1ncnc2ccccc12)N1CCN(c2ccccc2)CC1

Compound,17,18,19,20,21,22,23,24
A350 fluor,i,i,i,x,i,x,i,i
Hsp90 Hop PPI,0%,5%,1%,u,-1%,0%,-1%,8%
ALOX15 inhib,8%,-12%,3%,x,-1%,-1%,-3%,-3%
BRCT inh red,-0.9%,-3.8%,0.1%,0.0%,-2.3%,-0.3%,-0.7%,-0.2%
BRCT PPI green,-0.4%,-2.1%,-0.9%,-1.2%,-1.5%,-1.2%,-1.3%,1.0%
Epigenetic mod,-2%,0%,3%,x,-4%,x,0%,-2%
HBB splicing,-0.2%[1.84 µM],0.5%,-0.2%[57.5 µM],-1.3%,-1.3%,-0.9%,3.9%,0.1%
CRE Fsk mod,-1%,u,0%,9%,-8%,9%,4%,-8%
Pol III holo inh,-3%,1%,2%,-10%,-4%,-3%,-7%,-3%
UbGFP stabilizer,-9%,6%,2%,x,10%,13%,-5%,3%
4-MU autofl,i,i,i,x,i,x,i,i

A portion of the results above, as a working copy:
17	COc1ccc(-c2noc(CCCC(=O)O)n2)cc1
18	Cc1cc(SCC(=O)N2CCC(c3noc4ccc(F)cc34)CC2)nc2ccccc12
19	CCN(CC)CCn1c(NCc2cccc(OC)c2)nc2ccccc21
20	CCC[C@@H]1C[C@@]1(CCC)C(NC(=O)OCc1ccccc1)c1ccc(-c2ccccc2)cc1 (some centres not stated)

Compound,17,18,19,20
A350 fluor,i,i,i,x
Hsp90 Hop PPI,0%,5%,1%,u
ALOX15 inhib,8%,-12%,3%,x
BRCT inh red,-0.9%,-3.8%,0.1%,0.0%
BRCT PPI green,-0.4%,-2.1%,-0.9%,-1.2%
Epigenetic mod,-2%,0%,3%,x
HBB splicing,-0.2%[1.84 µM],0.5%,-0.2%[57.5 µM],-1.3%
CRE Fsk mod,-1%,u,0%,9%
Pol III holo inh,-3%,1%,2%,-10%
UbGFP stabilizer,-9%,6%,2%,x
4-MU autofl,i,i,i,x

Next part.
25	COCCn1c(=N)c(C(=O)NCCc2ccccc2)cc2c(=O)n3cccc(C)c3nc21
26	COC(=O)N1CCC2(CC1)CN(C(=O)Nc1ccccc1)C2
27	O=C(Nn1cnc2ccccc2c1=O)c1ccccc1Cl
28	COc1ccc(Cl)cc1N(CC(=O)Nc1ccccc1SC)S(C)(=O)=O
29	CCCn1c(=N)n(CC(=O)C(C)(C)C)c2ccccc21
30	Cc1ccnc(NC2c3ccccc3C(=O)N2Cc2ccccc2Cl)c1 (configuration not stated)
31	Cc1nc2cncc(Br)c2n1C
32	COC(=O)c1ccc(N2CCN(C)CC2)c(NC(=O)c2cc3ccccc3o2)c1
33	COCC(=O)N1CCC2(CCN(Cc3nccs3)CC2)CC1
34	CCOc1cccc(=O)c2c(C)n(Cc3ccco3)c(C)c12

Compound,25,26,27,28,29,30,31,32,33,34
A350 fluor,x,i,i,i,i,x,4.9e-08M*,3.1e-08M*,i,x
Hsp90 Hop PPI,-1%,1%,-1%,-8%,-7%,-6%[2.3 µM],-5%,-3%,-6%,-9%
ALOX15 inhib,4%,-18%,-1%,1%,4%,2%,2%,-1%,0%,-25%
BRCT inh red,-2.2%,0.7%,-0.4%,-1.7%,-1.1%,0.2%,-0.2%,0.4%,-1.1%,0.3%
BRCT PPI green,4.4%,-1.3%,0.3%,-1.0%,-0.6%,-0.2%,0.4%,-2.9%,-2.5%,35%[activator]
Epigenetic mod,-3%,0%[9.22 µM],4%,3%,-1%,x,3%,-3%,2%[9.22 µM],u
HBB splicing,1.4%[9.22 µM],2.4%,-1.0%,3.0%,x,0.4%,4.6%[0.369 µM],2.4%,0.2%,-0.6%[9.22 µM]
CRE Fsk mod,u,-6%,-5%,10%,11%,0%,10%,0%,1%,6%
Pol III holo inh,-3%,-3%,-5%,-5%,-4%,-3%,-8%,-4%,-2%,-3%
UbGFP stabilizer,2%,-7%,-1%,2%,3%,5%,x,-3%,-3%,0%
4-MU autofl,x,i,i,i,i,x,3.9e-08M*,3.3e-08M*,i,x
